# Source: PubChem BioAssay
# FAS TE block: inhibitors of human fatty acid synthase thioesterase domain. inhibition, % at 15 µM. recombinant FAS-TE, OMFH fluorogenic substrate, fluorescence endpoint. 360,000 compounds, 0.67% hits;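 active = compounds whose normalised, plate-corrected inhibition of enzyme fluorescence in the single-dose primary screen is 50% or more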;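 note: 0% = DMSO with enzyme and 100% = substrate without enzyme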
# Rin1-Abl PPI inh: blocks binding of human Rin1 to Abl | P00519+Q13671 | inhibition, % at 7.35 µM | TR-FRET Rin1/Abl binding, biochemical | AID 588664 | 360,000 compounds, 0.4% hits; in the data active = inhibition above about 5%, passing the limit was not always enough
# Target sequence (P00519 whole entry, looked up): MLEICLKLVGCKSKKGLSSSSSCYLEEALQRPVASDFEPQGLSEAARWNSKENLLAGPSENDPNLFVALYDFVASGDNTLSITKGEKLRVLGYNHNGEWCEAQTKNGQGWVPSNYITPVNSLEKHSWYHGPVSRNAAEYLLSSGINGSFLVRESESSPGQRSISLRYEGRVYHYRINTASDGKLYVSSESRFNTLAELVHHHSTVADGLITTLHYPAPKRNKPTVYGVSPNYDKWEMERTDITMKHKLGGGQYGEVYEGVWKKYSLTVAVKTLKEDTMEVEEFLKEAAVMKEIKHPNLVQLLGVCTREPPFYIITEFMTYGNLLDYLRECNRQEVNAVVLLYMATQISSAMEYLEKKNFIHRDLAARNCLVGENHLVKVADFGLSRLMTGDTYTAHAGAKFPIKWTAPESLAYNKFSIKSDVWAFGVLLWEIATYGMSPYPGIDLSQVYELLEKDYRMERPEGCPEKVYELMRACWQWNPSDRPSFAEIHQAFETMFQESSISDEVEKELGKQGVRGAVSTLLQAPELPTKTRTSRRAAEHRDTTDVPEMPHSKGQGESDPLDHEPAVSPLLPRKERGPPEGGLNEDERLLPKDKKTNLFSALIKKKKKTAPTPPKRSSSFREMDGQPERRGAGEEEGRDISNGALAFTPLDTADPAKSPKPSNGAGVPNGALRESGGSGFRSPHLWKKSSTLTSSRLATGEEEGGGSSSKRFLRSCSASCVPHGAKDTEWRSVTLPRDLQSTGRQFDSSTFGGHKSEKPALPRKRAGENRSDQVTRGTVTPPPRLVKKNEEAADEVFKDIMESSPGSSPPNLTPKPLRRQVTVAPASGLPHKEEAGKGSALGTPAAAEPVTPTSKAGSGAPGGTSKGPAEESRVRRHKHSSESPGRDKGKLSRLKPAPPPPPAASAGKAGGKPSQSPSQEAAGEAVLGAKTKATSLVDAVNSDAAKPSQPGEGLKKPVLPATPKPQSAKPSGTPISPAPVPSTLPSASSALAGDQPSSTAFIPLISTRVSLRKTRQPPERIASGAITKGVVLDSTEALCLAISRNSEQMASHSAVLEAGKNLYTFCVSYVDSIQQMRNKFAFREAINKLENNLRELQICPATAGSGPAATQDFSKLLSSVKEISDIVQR
# Target sequence (Q13671 whole entry, looked up): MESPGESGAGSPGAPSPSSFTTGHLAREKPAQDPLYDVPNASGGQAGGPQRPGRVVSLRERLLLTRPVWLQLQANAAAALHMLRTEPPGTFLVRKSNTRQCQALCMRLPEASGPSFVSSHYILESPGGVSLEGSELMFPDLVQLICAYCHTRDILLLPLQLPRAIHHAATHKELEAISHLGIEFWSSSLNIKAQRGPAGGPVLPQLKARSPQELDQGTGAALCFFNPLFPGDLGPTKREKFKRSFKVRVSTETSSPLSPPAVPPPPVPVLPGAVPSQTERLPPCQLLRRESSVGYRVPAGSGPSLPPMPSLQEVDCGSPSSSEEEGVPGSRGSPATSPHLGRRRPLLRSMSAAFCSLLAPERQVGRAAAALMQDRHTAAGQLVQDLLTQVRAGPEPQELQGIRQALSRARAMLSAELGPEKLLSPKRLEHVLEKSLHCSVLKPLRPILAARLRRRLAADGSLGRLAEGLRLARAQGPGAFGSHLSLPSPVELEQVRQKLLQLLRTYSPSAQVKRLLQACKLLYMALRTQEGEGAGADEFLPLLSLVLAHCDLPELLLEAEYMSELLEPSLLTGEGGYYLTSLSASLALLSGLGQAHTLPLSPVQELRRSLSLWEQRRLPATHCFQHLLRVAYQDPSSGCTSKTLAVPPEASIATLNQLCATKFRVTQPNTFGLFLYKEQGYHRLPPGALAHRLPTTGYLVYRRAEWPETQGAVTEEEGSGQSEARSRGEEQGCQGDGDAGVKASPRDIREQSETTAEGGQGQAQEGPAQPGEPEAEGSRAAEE
# MsrA inh: inhibits bovine methionine sulfoxide reductase A | purified bovine MsrA, absorbance read-out | inhibition, % at 15.5 µM | 360,000 compounds, 0.75% hits | AID 651718; in the data active = inhibition above about 4.5%;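 note: 0% = vehicle wells with enzyme and 100% = reference inhibitor wells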
# CendR NRP1 mod: NRP-1/CendR interaction modulation | inhibition, % at 25 µM | AID 602438 | 360,000 compounds, 0.85% hits | O14786 | FAM-RPARPAR peptide binding to NRP-1, fluorescence polarization;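 active = inhibition or corrected inhibition above about 18%, plus a signal ratio from 0.5 to 1.5, limit read from the data, passing the limit was not always enough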; note: strong numbers were not always called active
# MT1-MMP act inh: blocks activation of human MT1-MMP; AID 651647; 360,000 compounds, 0.061% hits; HT1080 RFP-PRO-GFP cells, GFP/RFP ratio fluorescence, overnight; percent of plate control window, DMSO zero; P50281; GFP/RFP ratio change, % at 20 µM;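 active = GFP/RFP ratio change of at least 30% with cell ATP level not reduced by more than half and red fluorescence within 50% of control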; note: strong numbers were not always called active
#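 system = RFP-PRO-GFP reporter HT1080 cells | dosing = 20 µM single dose, 1% DMSO | timing = overnight cell settling, then overnight compound exposure, 37 °C, 5% CO2 | read-out basis = GFP/RFP fluorescence ratio | controls = DMSO and RFP-L50D-GFP cell wells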
# Neddylation inh: inhibitors of human cullin neddylation; P61081+Q13564; TR-FRET cullin neddylation, biochemical; calls only at 25 µM; 360,000 compounds, 0.58% hits; in the data active = inhibition above about 36%
# E coli Lon inh: inhibitors of E. coli Lon protease. inhibition, % at 7.94 µM. purified E. coli Lon protease, fluorescence polarization. P0A9M0. 360,000 compounds, 0.42% hits. AID 602123; in the data active = inhibition above about 13%, passing the limit was not always enough;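 note: 0% = enzyme with probe and DMSO and 100% = no enzyme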
# SKN-1 block: blocks SKN-1 activity in C. elegans; C. elegans VP596 Pgst-4::GFP/RFP ratio, acrylamide-induced, 24 h; inhibition, % at 21.8 µM; 360,000 compounds, 0.49% hits; AID 624304;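 active = interference check ratio from 0.5 to 1.5 plus GFP to RFP signal ratio inhibition reaching or exceeding a fixed threshold, cut at about 30% in these data, passing the limit was not always enough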; note: some compounds called inactive have numbers as strong as hits
# bovine MsrA act: activates bovine MsrA enzyme. 360,000 compounds, 0.3% hits. purified bovine MsrA, absorbance read-out. activation, % at 10.6 µM; in the data active = activation above about 7.5%;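 note: 0% = vehicle and 100% = reference activator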
# * = called active by the depositor; i = inactive; · = not tested or not shown; + = active, no number.
SMILES	FAS TE block	Rin1-Abl PPI inh	MsrA inh	CendR NRP1 mod	MT1-MMP act inh	Neddylation inh	E coli Lon inh	SKN-1 block	bovine MsrA act
CC(C)CSc1ccc(S(=O)(=O)NCC(=O)O)cc1[N+](=O)[O-]	-5	-2	0.3	6	4	i	-5	-2	0
COc1ccccc1NC(=O)CN1CCN(CC(=O)Nc2ccc(S(N)(=O)=O)cc2)CC1	-7	-2	0.3	5	4	i	-1	-2	-5
c1ccc2nc(-c3nc4ccccc4o3)ccc2c1	-1	0	3.5	-14	-10	+	-9	80*	-5
CCOC(=O)C1(CCOc2ccccc2)CCN(Cc2cc(OC)ccc2OC)CC1	11	-1	-0.4	-1	0	i	9	-4	-2
O=C(O)CCC(=O)NNc1nc2ccccc2nc1-c1ccccc1	-8	0	1.9	2	4	i	-4	-11	-5
N#Cc1c(NC(=O)c2cc(-n3cnnc3)ccc2Cl)sc2c1CCCC2	-11	1	2.9	0	0	i	1	-13	-10
O=C(Nc1cccc(NC(=O)c2cc([N+](=O)[O-])ccc2Cl)n1)c1cc([N+](=O)[O-])ccc1Cl	57*	1	·	8	-10	i	3	11	-6
COc1cc(OC)cc(C(=O)NNC(=O)C2CCCC2)c1	-3	2	1.4	1	2	i	0	11	-1
CC(C)Nc1nc2n(c(=O)n1)CCN2C(C)C	-6	0	-0.9	5	3	i	12	7	-1
COc1ccc(S(=O)(=O)n2cccc2)cc1	15	-1	-0.1	1	-1	i	-2	-5	-1
COc1ccccc1NC(=O)N1CCC(c2nnc(SCC(N)=O)n2C)CC1	-4	-1	-0.5	11	0	i	0	-11	-3
O=C(Nc1cnn(Cc2ccc(F)cc2)c1)c1cnccn1	-4	1	1.2	6	2	i	-5	-1	-1

# Reprinted from the listing for reference:
SMILES	FAS TE block	Rin1-Abl PPI inh	MsrA inh	CendR NRP1 mod	MT1-MMP act inh	Neddylation inh	E coli Lon inh	SKN-1 block	bovine MsrA act
CC(C)CSc1ccc(S(=O)(=O)NCC(=O)O)cc1[N+](=O)[O-]	-5	-2	0.3	6	4	i	-5	-2	0
COc1ccccc1NC(=O)CN1CCN(CC(=O)Nc2ccc(S(N)(=O)=O)cc2)CC1	-7	-2	0.3	5	4	i	-1	-2	-5
c1ccc2nc(-c3nc4ccccc4o3)ccc2c1	-1	0	3.5	-14	-10	+	-9	80*	-5
CCOC(=O)C1(CCOc2ccccc2)CCN(Cc2cc(OC)ccc2OC)CC1	11	-1	-0.4	-1	0	i	9	-4	-2
O=C(O)CCC(=O)NNc1nc2ccccc2nc1-c1ccccc1	-8	0	1.9	2	4	i	-4	-11	-5
N#Cc1c(NC(=O)c2cc(-n3cnnc3)ccc2Cl)sc2c1CCCC2	-11	1	2.9	0	0	i	1	-13	-10
O=C(Nc1cccc(NC(=O)c2cc([N+](=O)[O-])ccc2Cl)n1)c1cc([N+](=O)[O-])ccc1Cl	57*	1	·	8	-10	i	3	11	-6
COc1cc(OC)cc(C(=O)NNC(=O)C2CCCC2)c1	-3	2	1.4	1	2	i	0	11	-1
CC(C)Nc1nc2n(c(=O)n1)CCN2C(C)C	-6	0	-0.9	5	3	i	12	7	-1
COc1ccc(S(=O)(=O)n2cccc2)cc1	15	-1	-0.1	1	-1	i	-2	-5	-1
COc1ccccc1NC(=O)N1CCC(c2nnc(SCC(N)=O)n2C)CC1	-4	-1	-0.5	11	0	i	0	-11	-3
O=C(Nc1cnn(Cc2ccc(F)cc2)c1)c1cnccn1	-4	1	1.2	6	2	i	-5	-1	-1

# Additional results:
SMILES	FAS TE block	Rin1-Abl PPI inh	MsrA inh	CendR NRP1 mod	MT1-MMP act inh	Neddylation inh	E coli Lon inh	SKN-1 block	bovine MsrA act
O=S1(=O)CCN(Cc2ccc(Cl)cc2)CC1	-5	-1	0.9	10	3	i	6	11	-3
CCc1ccc(OCC(=O)N2c3ccccc3CCc3ccccc32)cc1	52*	4	-0.2	-20	-8	i	-1	4	-2
COCOCCn1cc(CN2CCS(=O)(=O)N(Cc3ccc(-c4ccc(OC)nc4)cc3)C(C(C)C)C2=O)nn1 (stereo not drawn)	4	-3	0.1	-3	2	i	-9	7	-3
CC(C)NC(=O)c1ccc(N2CCOCC2)nc1	-7	-3	-0.6	1	1	i	-4	11	-2
Cc1ccc(C(=O)NCCc2cc3ccc(C)c(C)c3[nH]c2=O)cc1[N+](=O)[O-]	0	-1	0.6	10	5	i	-9	16	-2
Cc1ccc(S(=O)(=O)C2(C(=O)N(C)C3CCCCC3)CC2)cc1	-1	-4	·	3	-4	i	-14	-34	-13
COc1ccc(CCNC(=O)c2ccc3c(c2)OCO3)cc1	-1	5	-0.6	17	-4	i	-4	16	-3
Cc1cc(Br)c(S(=O)(=O)n2nnc3ccccc32)cc1C	-4	9	-0.4	9	1	i	-5	6	-2
O=C(Nc1ccc(S(=O)(=O)N2CCOCC2)cc1)C1CCCCC1	1	-3	0.1	3	0	i	-7	10	0
COc1cc(C2C(C(C)=O)=C(O)C(=O)N2CCN(C)C)ccc1O (stereo not drawn)	-10	2	2.7	12	2	i	-1	6	1
CCC(C)(C)NC(=O)C(c1cccn1C)N(Cc1ccc(C)cc1)C(=O)Cn1nnc2ccccc21 (stereo not drawn)	-6	0	0.3	-17	-6	i	0	11	-4
NNC(=O)c1cccc(S(=O)(=O)Nc2cc(Cl)ccc2Cl)c1	-5	-1	-0.3	-5	0	i	1	3	-3

# Additional entries follow.
SMILES	FAS TE block	Rin1-Abl PPI inh	MsrA inh	CendR NRP1 mod	MT1-MMP act inh	Neddylation inh	E coli Lon inh	SKN-1 block	bovine MsrA act
COc1cccc(C(=O)NCc2ccco2)c1OC	-6	0	0.5	-4	-1	i	-7	4	1
Cc1cccc(OCC(=O)Nc2ccccc2C(=O)N2CCOCC2)c1	-7	-1	1.6	-1	-1	i	2	10	-4
COc1cc(C)ccc1OCC(=O)OCC(=O)c1cc(C)n(CC2CCCO2)c1C (stereo not drawn)	2	2	0.0	-12	-1	i	-6	-9	0
COC(=O)c1ccc(NC(=O)C2C3C=CC(O3)C2C(=O)O)cc1 (stereo not drawn)	-6	1	-0.3	-2	0	i	1	4	-3
NS(=O)(=O)c1ccc(NC(=O)/C=C/c2ccc3c(c2)OCO3)cc1	-1	-1	1.9	7	6	i	-5	16	-5
CCc1ccc(N=C2NC(=O)/C(=C/c3cc(Br)c(OCC(=O)O)c(OC)c3)S2)cc1	10	1	1.8	-113	0	i	-12	-3	-3
CCOc1ccc(C(=O)NCCc2ccccc2)cc1	-7	-4	-0.2	0	2	i	-4	10	-11
Cc1c(C(=O)Nc2ccccn2)oc2c(Cl)cccc12	10	0	-0.2	-4	1	i	-6	19	-3
CC(OC(=O)c1ccccc1)C(=O)NCCC1=CCCCC1 (stereo not drawn)	0	-1	-1.0	-4	-4	i	4	8	-3
CC(NCC(=O)Nc1ccccc1C(=O)NC1CC1)c1ccc(Cl)cc1 (stereo not drawn)	1	-2	-0.8	4	-2	i	-13	-3	0
Cc1ccc(S(=O)(=O)N(C)C)cc1NC(=O)C(C)N(C)CCOc1ccc(Cl)cc1 (stereo not drawn)	25	1	-0.1	6	-3	i	-8	-1	-2
Cc1c(C#N)c2ccccc2n1CC(=O)NCCc1c[nH]c2ccccc12	16	3	0.2	-5	-2	i	9	-3	-3

# Next compounds.
SMILES	FAS TE block	Rin1-Abl PPI inh	MsrA inh	CendR NRP1 mod	MT1-MMP act inh	Neddylation inh	E coli Lon inh	SKN-1 block	bovine MsrA act
N=c1ncn(CC(O)CN2CCOCC2)c2nc(N3CCOCC3)[nH]c12 (stereo not drawn)	-3	1	-0.1	6	-2	i	8	24	0
O=C(Cn1nc(-c2ccccc2)ccc1=O)Nc1ccc(-n2cnnn2)cc1	4	-1	-0.9	-29	-4	i	-8	11	-1
O=C1CC(C2CCCO2)C(=O)N1c1cccc(Cl)c1 (stereo not drawn)	-6	-1	0.6	13	4	i	1	3	0
Cc1cc(C)c(NC(=O)CSc2nnc(CNC(=O)c3ccccc3F)o2)c(C)c1	-2	4	-0.4	-2	-5	i	0	-5	-2
Cc1ccc(NC(=O)CSc2nnc(-c3cccnc3)s2)cc1	-12	2	-0.2	3	-1	i	-3	8	0
CCN1CCN(/C=N/c2nc3c(s2)CCCC3)CC1	-9	-1	2.1	3	2	i	2	17	-4
CCOc1ccc2[nH]c(=O)c(CN(Cc3cccs3)Cc3nnnn3C(C)(C)C)cc2c1	5	-1	1.1	6	-2	i	5	15	-1
Cc1ccc(C(=O)Nc2cc(S(=O)(=O)N3CCOCC3)ccc2N2CCCC2)cc1	0	-1	0.8	9	-5	i	0	5	-3
Cc1cc2oc(C(=O)NC3CCS(=O)(=O)C3)cc(=O)c2cc1C (stereo not drawn)	-5	-3	0.7	4	-1	i	-1	17	-2
CCOC(=O)N1CCN(C(=O)CN(c2ccc(C)c(C)c2)S(=O)(=O)c2ccccc2)CC1	-5	2	0.4	0	-3	i	-4	16	0
Cc1cccc(C)c1NC(=O)COC(=O)[C@@H]1CCCN1C(=O)c1cccs1	-3	2	1.5	11	0	i	-4	7	-1
Cn1c(SCC(=O)NC(C)(C)C)nc(O)cc1=O	-6	-1	1.1	-7	3	i	-7	7	-3

# The results go on.
SMILES	FAS TE block	Rin1-Abl PPI inh	MsrA inh	CendR NRP1 mod	MT1-MMP act inh	Neddylation inh	E coli Lon inh	SKN-1 block	bovine MsrA act
CC(=O)N1CCc2cc(NC(=O)C3(C)CCN3Cc3ccccc3Cl)ccc21 (stereo not drawn)	1	-3	0.7	11	-1	i	-8	19	0
CN(C)c1c([N+](=O)[O-])ncn1C	1	-2	1.4	-4	2	i	5	-4	-8
Cc1ccc(S(=O)(=O)N2CCN(C(=O)CN3C(=O)NC4(CCCC4)C3=O)CC2)c(C)c1	-1	-2	-0.1	-10	4	i	-10	0	-3
COCCNC(=O)CN(CCc1ccccc1)S(=O)(=O)c1ccc(OC)cc1	-8	-2	0.1	-9	-3	i	-9	-15	-4
COc1ccccc1CNC(=O)COc1ccc(S(=O)(=O)N2CCOCC2)cc1	-2	-1	-1.0	-7	2	i	-12	5	-3
O=S(=O)(O)c1cc(Cl)cc(N=Nc2ccc(O)cc2O)c1O	2	12	0.7	-18	62*	i	122	89	-9
CCCCN(C)C(=O)CCCc1c[nH]c2ccccc12	6	1	0.6	12	-6	i	4	2	-5
O=C(NN=C1CCC(c2ccccc2)CC1)c1cc2c(s1)CCCC2 (stereo not drawn)	-9	0	-0.6	-3	-3	i	0	3	-1
CN(CC(=O)Nc1ccccc1C(F)(F)F)C(=O)c1cc([N+](=O)[O-])ccc1N1CCOCC1	5	-1	1.4	10	-1	i	-1	-8	-3
Cc1ccc(S(=O)(=O)N2CCOCC2)cc1NC(=O)COC(=O)Cc1ccsc1	-8	2	0.4	3	-2	i	-7	2	2
COC(=O)c1c(/N=C/NOCc2ccc(Cl)cc2)sc2c1CCN(c1ncc(C(F)(F)F)cc1Cl)C2	14	-1	0.2	-16	-12	i	-6	-11	0
CC(C)C1CC(C(=O)Nc2ccccc2)C(=O)O1 (stereo not drawn)	-5	5	0.4	8	-6	i	2	1	1
Cc1ccc(S(=O)(=O)N2CCN(C(=O)c3sccc3C)CC2)cc1	0	-1	0.8	18	3	i	-6	-8	-6
CCC1=C(OC(=O)N(CC)CC)N2C(=O)OC(=NCCOC)[C@]2(Cc2ccccc2)[C@H]2C1=CC[C@H]1C(=O)N(CC)C(=O)[C@H]12	-3	0	-0.3	19	-1	i	-21	-6	-1
